# From PubChem BioAssay
# FBA Mtb inh: Mtb FBA enzyme inhibitors, primary screen, biochemical, fluorescence, strain H37Rv. Fructose-bisphosphate aldolase (Mycobacterium tuberculosis (strain ATCC 25618 / H37Rv)), …. purified M. tuberculosis FBA, fluorescence read-out. inhibition, % at 1 µM. 2.3% of 360,000 active; in the data active = inhibition above about 27%;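 note: 0% = vehicle and 100% = reference inhibitor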
# Target sequence (P9WQA3 whole entry, looked up): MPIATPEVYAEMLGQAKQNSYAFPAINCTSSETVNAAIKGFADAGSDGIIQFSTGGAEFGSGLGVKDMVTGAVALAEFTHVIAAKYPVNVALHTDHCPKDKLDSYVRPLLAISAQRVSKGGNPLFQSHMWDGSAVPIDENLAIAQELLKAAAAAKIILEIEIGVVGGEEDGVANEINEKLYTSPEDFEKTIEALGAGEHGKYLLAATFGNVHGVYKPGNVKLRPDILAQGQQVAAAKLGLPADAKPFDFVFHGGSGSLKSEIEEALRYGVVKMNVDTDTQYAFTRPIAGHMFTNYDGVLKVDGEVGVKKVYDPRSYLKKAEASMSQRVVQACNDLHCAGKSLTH
# Mtb BioA inh: M. tuberculosis BioA enzyme inhibitors, primary screen, biochemical, plate reader, single point, HTS | purified M. tuberculosis BioA enzyme | AID 602481, 2012 | 0.096% of 360,000 active | inhibition, % at 9.99 µM | 7,8-diaminopelargonic acid synthase BioA (Mycobacterium tuberculosis); in the data active = inhibition above about 40%
# FadD28 FP inh: inhibitors of FadD28 bisubstrate probe binding, primary screen, biochemical, fluorescence polarization, single point. Mycobacterium tuberculosis FadD28 fatty-acid-AMP ligase. inhibition, % at 12.5 µM. 0.22% of 360,000 active; in the data active = inhibition above about 8.5%, passing the limit was not always enough
# GDH-TPI counter: GDH-TPI coupling enzyme inhibitors, primary screen, artefact control for M. tuberculosis FBA inhibitor project, biochemical, absorbance, full deck. GDH-TPI coupled enzyme counterscreen, NADH absorbance. inhibition, % at 4.8 µM. 1.2% of 360,000 active. AID 588335, 2011; in the data active = inhibition above about 30%;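 note: 0% = DMSO wells and 100% = wells lacking the enzyme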
# PfHsp40 rescue: rescue of yeast from PfHsp40 toxicity, primary screen, S. cerevisiae, ATP luminescence. S. cerevisiae expressing PfHsp40, growth rescue. growth rescue, % at 12.5 µM. 0.68% of 340,000 active. AID 504582, 2011; in the data active = growth rescue above about 28%, passing the limit was not always enough;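 note: yeast W303a lacking pdr1 and pdr3 grown in galactose medium; growth measured after three days at 30 °C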
# Mtb UGM inh: M. tuberculosis UGM enzyme inhibitors, primary screen, biochemical, fluorescence polarization, single point. UDP-galactopyranose mutase (Mycobacterium tuberculosis (strain ATCC 25618 / H37Rv)), …. purified UGM, fluorescence polarization probe displacement. inhibition, % at 10 µM. 0.06% of 320,000 active; in the data active = inhibition above about 10%, passing the limit was not always enough
# Target sequence (P9WIQ1 whole entry, looked up): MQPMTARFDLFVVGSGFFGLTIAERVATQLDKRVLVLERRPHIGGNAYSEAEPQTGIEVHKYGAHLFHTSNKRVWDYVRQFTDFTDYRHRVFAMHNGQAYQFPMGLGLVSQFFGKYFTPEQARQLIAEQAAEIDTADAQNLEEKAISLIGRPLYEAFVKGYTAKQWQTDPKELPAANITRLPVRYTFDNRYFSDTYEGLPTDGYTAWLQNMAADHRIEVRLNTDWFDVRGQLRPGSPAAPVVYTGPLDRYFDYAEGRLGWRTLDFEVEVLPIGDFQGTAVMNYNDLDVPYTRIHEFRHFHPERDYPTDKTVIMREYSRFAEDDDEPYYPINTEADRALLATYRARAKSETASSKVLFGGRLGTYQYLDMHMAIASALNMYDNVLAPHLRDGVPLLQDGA
# TcdB GH inh: TcdB glycohydrolase inhibitors, primary screen, biochemical, single point, plate reader. 0.24% of 350,000 active. TcdB glycohydrolase enzymatic assay. AID 652162, 2013. inhibition, % at 9.99 µM. Toxin B (Clostridioides difficile), P18177; in the data active = inhibition above about 10%
# Y pestis TopoI: Yersinia pestis topoisomerase I inhibitors, primary screen, biochemical, cleavage product accumulation, plate reader, single point; DNA topoisomerase I (Yersinia pestis CO92); Y. pestis Topo-I cleavage product accumulation; activity, % at 10 µM; 0.064% of 360,000 active; AID 504884, 2011; in the data active = activity above about 50%, passing the limit was not always enough; note: inactives centre near 2
# BH1578 lux ind: inducers of Vibrio cholerae quorum light production without autoinducers, primary screen, BH1578 luxS cqsA deficient, single point. AID 588436, 2011. activation, % at 18.7 µM. 0.16% of 350,000 active. V. cholerae BH1578 lux reporter, luminescence, 6 h; in the data active = activation mostly above about 9.7%, no sharp cut-off; note: not every result past the cut was called active; inactives centre near 0; reference of the scale not given here
# * marks the source's active call; other numbers are inactive results; i = inactive; · = not tested or not shown.
SMILES,FBA Mtb inh,Mtb BioA inh,FadD28 FP inh,GDH-TPI counter,PfHsp40 rescue,Mtb UGM inh,TcdB GH inh,Y pestis TopoI,BH1578 lux ind
Cc1noc(C)c1CSCC(=O)N(C)CC(=O)Nc1ccc(Cl)c(Cl)c1,-1.7,7.7,-4.7,-15.1,0.5,-0.2,2.3,8.4,-4.0
CN(C)c1ccc(Nc2cc(Cl)ncn2)cc1,-2.5,1.6,-2.0,2.5,-0.9,4.7,-12.4,-8.6,0.7
COc1ccc(COc2cc(-c3cccc(OC)c3)nc3ccc(NC(C)=O)cc23)cc1,136.0*,-0.9,-1.7,10.3,-0.4,-0.9,0.3,-3.7,i
COc1ccccc1N1CCN(C(=O)CCNS(=O)(=O)c2ccc3c(c2)CCC(=O)N3)CC1,1.9,-1.1,-1.4,-2.9,0.7,0.1,·,-3.0,·
COc1ccc(Cl)cc1Nc1nc2ccc(C)cc2n2cnnc12,3.0,-1.1,0.6,15.9,-1.6,-1.2,-0.2,8.7,-0.3
CCOC(=O)c1cc(C(=O)c2cc(Cl)ccc2O)coc1=N,9.3,·,-3.0,11.2,1.2,1.4,1.0,5.0,i
COc1cc(C(=O)NCCCn2ccnc2)cc(OC)c1OC,0.2,·,0.2,6.5,-0.7,1.2,-8.5,2.9,-0.3
COc1ccc(N(Cc2cc3ccccc3[nH]c2=O)S(C)(=O)=O)cc1,-1.5,·,-1.6,10.5,0.5,-1.2,·,3.0,-2.7
O=C(CSC1=NC(=O)C(Cc2ccccc2)C(=O)N1)NC1CCCCC1 (configuration not stated),-1.6,-3.8,-2.5,2.5,0.8,-1.8,·,-5.2,1.6
Cc1ccc(NC(=O)CSc2nnc(CNC(=O)c3cccs3)o2)cc1,-6.8,·,-0.6,8.0,-0.6,-0.3,1.3,-3.1,-1.5
COc1cccc(N(CC(=O)NCC2CCCO2)C(=O)CCC(=O)Nc2nccs2)c1 (configuration not stated),0.2,·,-2.8,-7.0,0.2,2.1,1.0,-0.5,i
COc1ccc(C(=O)C2CCCN(C(=O)CCC3=NNC(=O)CC3)C2)c(C)c1 (configuration not stated),6.0,·,0.1,7.3,-2.0,2.7,0.8,-3.8,-0.1
COc1ccc(CCN(C)CC(O)COc2ccc(C(C)=O)cc2OC)cc1OC (configuration not stated),1.2,7.3,-1.8,-6.8,0.9,0.1,0.5,0.0,i
O=C(CCN1CCCCC1)Nc1ccc(Br)cc1,-0.6,·,-1.4,7.2,-0.5,0.3,·,3.2,-0.3
Cc1c(NC(=O)C(=O)/C=C(/O)c2ccccc2)c(=O)n(-c2ccccc2)n1C,1.5,-0.2,-3.9,1.4,-1.4,-0.9,0.1,6.7,-0.3
CS(=O)(=O)N(CC(=O)NCc1ccncc1)c1cc(Cl)cc(Cl)c1,-5.1,1.2,-1.0,6.1,0.5,-1.4,·,3.3,i
CCC(C)(C)n1nnnc1C(c1cccs1)N1CC=C(c2ccc(F)cc2)CC1 (configuration not stated),5.8,-0.3,0.9,-0.3,0.2,-1.5,-0.9,7.2,i
Cc1ccc(C)c2c1sc(=NC(=O)CN1C(=O)CCC1=O)n2C,-0.1,2.0,-1.1,-1.4,-0.5,-1.4,0.3,-0.3,·
Cc1ccc2nc(-c3ccc(Br)o3)oc(=O)c2c1,-0.8,-1.5,-3.5,4.7,-1.1,1.8,·,-10.3,i
CN(CC(=O)Nc1ccc(F)cc1)C(=O)c1cc(-c2ccco2)nc2ccccc12,30.0*,1.0,2.6,11.7,-0.3,3.9,2.4,-13.9,i
O=C(NCC1CC1)c1ccc(-c2cn[nH]c2)c2ccoc12,27.3*,1.1,-2.6,6.2,·,·,1.0,4.4,0.4
Cc1ccc(S(=O)(=O)N(C)C)cc1NC(=S)NC(C)CCC(C)C (configuration not stated),0.8,-0.2,-1.4,0.0,0.5,·,·,17.2,-0.5
Cc1ccc(C(=O)NCCCNC(=O)c2ccccn2)cc1,1.2,-1.3,0.7,-4.5,-0.9,0.9,1.3,-0.3,-0.4
O=C(N/N=C/c1cccc(Br)c1)c1ccc(Cn2cc(Br)cn2)o1,-0.4,2.0,-10.2,6.3,0.7,-0.6,·,0.6,1.6
Cc1ccccc1CN(c1ccc(C(=O)Nc2ccccc2C(=O)NCc2ccco2)cc1)S(C)(=O)=O,1.9,0.0,-7.6,-4.6,1.1,-0.3,·,-6.2,i
O=C(COC(=O)CSc1ccc(Cl)cc1)Nc1ccc2[nH]c(=O)[nH]c2c1,5.4,-1.9,-0.7,12.5,-0.6,-1.3,1.0,1.5,-0.8
O=C1C2C3C=CC(C4CC34)C2C(=O)N1/N=C/c1ccc([N+](=O)[O-])s1 (configuration not stated),0.1,·,-0.5,7.2,-2.2,-1.0,0.5,-1.3,-0.2
N#Cc1ccc(CSCC(=O)NN=C2CCCC2)cc1,0.4,18.8,-4.6,-7.5,-0.6,5.3,0.1,8.6,-0.2
O=S1(=O)CCO[C@H]2Cc3ccccc3[C@H]2N1Cc1cccc(C(F)(F)F)c1,-0.7,-2.9,-3.0,4.9,4.0,-0.1,3.2,40.4,0.5
COc1ccc(N(C(=O)c2snc(C(N)=O)c2N)C(C(=O)NC2CCCC2)c2ccc(OC)c(OC)c2)cc1 (configuration not stated),2.6,·,-4.1,-0.7,0.4,3.3,-0.5,13.1,-0.1
C/C(=N\Nc1c([N+](=O)[O-])c(C)nn1C)c1ccc(F)cc1F,-0.1,-1.4,0.9,32.9*,-0.3,1.5,-1.3,-9.3,-0.3
O=C(CN(Cc1ccc(F)cc1)C(=O)CCC(=O)Nc1ccccn1)NCc1ccc(F)cc1,5.8,0.1,0.8,0.7,0.6,0.3,-1.0,18.1,i
COc1cc(C(=O)N=C2SC3CS(=O)(=O)CC3N2c2ccccc2)cc(OC)c1OC (configuration not stated),-1.6,-0.3,-3.1,3.1,0.5,-2.6,0.8,-0.6,i
Cc1ccc(S(=O)(=O)CCC(=O)OCC(=O)NCC(=O)Nc2c(C)cc(C)cc2C)cc1,1.2,·,0.5,4.9,-0.4,1.7,2.5,3.4,5.6
Oc1ccccc1C1=NN(c2ccccc2)C(c2ccccc2)C1 (configuration not stated),72.4*,-0.5,1.2,2.5,133.5*,-2.4,-0.5,-42.3,-0.6
CCOC(=O)CNC(=O)CNC(=O)C(Cc1ccc(N(CCCl)CCCl)cc1)NC(C)=O (configuration not stated),-3.6,·,0.2,-3.5,0.9,-0.8,0.1,-2.4,-0.2
O=C1C=C(O)C(n2cncn2)C(c2ccc(F)cc2)C1 (configuration not stated),0.1,0.5,0.0,-5.0,-0.3,1.6,0.7,-1.8,i
CN(C)S(=O)(=O)c1cccc(C(=O)Nc2ccccc2[N+](=O)[O-])c1,0.1,·,-1.0,6.9,0.3,0.4,-0.3,-7.8,-0.3
Cc1ccc(O)c(C(=O)c2cnc3c(c2)c(C)nn3C)c1,0.9,0.1,-0.8,15.8,-1.0,0.8,0.1,7.3,i
CSc1nc(N)nc(C(C)C)n1,-0.4,·,-1.4,-5.2,-1.7,3.1,0.3,2.7,i

# 5 compounds drawn at random from the list so far:
SMILES,FBA Mtb inh,Mtb BioA inh,FadD28 FP inh,GDH-TPI counter,PfHsp40 rescue,Mtb UGM inh,TcdB GH inh,Y pestis TopoI,BH1578 lux ind
COc1cc(C(=O)N=C2SC3CS(=O)(=O)CC3N2c2ccccc2)cc(OC)c1OC (configuration not stated),-1.6,-0.3,-3.1,3.1,0.5,-2.6,0.8,-0.6,i
Cc1ccc(S(=O)(=O)CCC(=O)OCC(=O)NCC(=O)Nc2c(C)cc(C)cc2C)cc1,1.2,·,0.5,4.9,-0.4,1.7,2.5,3.4,5.6
O=C(CN(Cc1ccc(F)cc1)C(=O)CCC(=O)Nc1ccccn1)NCc1ccc(F)cc1,5.8,0.1,0.8,0.7,0.6,0.3,-1.0,18.1,i
C/C(=N\Nc1c([N+](=O)[O-])c(C)nn1C)c1ccc(F)cc1F,-0.1,-1.4,0.9,32.9*,-0.3,1.5,-1.3,-9.3,-0.3
CN(C)S(=O)(=O)c1cccc(C(=O)Nc2ccccc2[N+](=O)[O-])c1,0.1,·,-1.0,6.9,0.3,0.4,-0.3,-7.8,-0.3

# Continued.
SMILES,FBA Mtb inh,Mtb BioA inh,FadD28 FP inh,GDH-TPI counter,PfHsp40 rescue,Mtb UGM inh,TcdB GH inh,Y pestis TopoI,BH1578 lux ind
CC(=O)Nc1ccc(C(=O)Nc2cccc(S(=O)(=O)N(C)c3ccccc3)c2)cc1,-3.2,0.5,-7.8,-5.5,0.0,0.9,1.1,-4.5,-3.1
CCC1CN2CCc3cc(OC)c(OC)cc3C2CC1CC1NCCc2c1[nH]c1ccc(O)cc21 (configuration not stated),0.3,·,-3.3,-5.2,-0.7,·,3.8,-18.7,-5.6
N#Cc1ccccc1Sc1ccccc1C(=O)Nc1ccc(Br)cc1,-1.3,0.7,-8.6,7.5,0.1,1.5,·,3.7,-0.3
Cc1ccc(N(C)C(=O)C2CCN(S(=O)(=O)c3ccc4c(c3)oc(=O)n4C)CC2)cc1,-1.5,-0.1,-3.7,-1.4,0.8,-0.2,0.9,19.1,-0.3
CS(=O)(=O)N1CCN(C(=O)Cc2cccs2)CC1,-0.6,·,1.3,18.0,0.4,2.9,·,8.2,-0.6
Cc1cccc(OCCCCCN2CCOCC2)c1C,-0.6,-0.5,-1.0,-6.0,-0.3,-2.0,-0.1,5.8,-0.5
CCOC(=S)SCc1cn2ccccc2n1,-0.6,·,-2.4,-6.1,0.8,2.7,0.0,5.1,i
CCn1cc(C2C3=C(CC(C)(C)CC3=O)N(c3ccc(C)cc3)C3=C2C(=O)CC(C)(C)C3)c(C)n1,1.3,·,-3.3,-0.7,0.9,·,-0.2,-5.6,2.1
CCOC(=O)Cc1csc(NS(=O)(=O)c2ccc(F)cc2)n1,0.7,-0.6,-1.4,0.0,1.5,1.3,·,3.0,-0.3
COc1cc(C(=O)NC(C)c2cc(C)ccc2C)ccc1OCC(=O)N1CCOCC1 (configuration not stated),-1.6,-0.7,-5.1,-1.3,0.6,-0.3,0.6,-5.0,1.1
CCOC(=O)N1CCC(N(CCN(C)C)C(=S)Nc2cccc(SC)c2)CC1,-0.4,-0.6,0.7,2.4,-1.2,1.3,-0.4,15.7,i
CC(=O)c1cccc(NC(=O)c2cc3ccccn3n2)c1,1.1,4.2,-2.3,-6.6,-0.7,-0.9,1.5,6.6,-0.3
CC(C)=CCN1CCN(Cc2nc(C(C)C)cs2)CC1CCO (configuration not stated),3.5,-0.5,-1.0,8.2,-0.3,-4.3,-0.3,-7.1,-3.3
COc1ccccc1/C=N/NC(=O)NC12CC3CC(CC(C3)C1)C2,-0.4,-3.4,0.1,-5.1,4.3,-0.4,0.8,-2.8,i
CN(C)CCCn1c2c3ccccc3ccc2c2oc(=O)c3ccccc3c21,27.0*,·,-1.2,6.0,4.7,·,1.3,-36.1,i
O=C(NCCCN1CCOCC1)c1cn(-c2ccccc2)nc1-c1ccc(F)cc1,0.3,1.4,-0.8,1.7,-1.3,2.0,1.5,1.2,-1.7
CC(C)c1cc(C(=O)NC2CCCCC2)no1,2.7,-0.7,-2.3,-11.9,-0.9,3.2,·,3.0,-0.2
COC(=O)c1ccc(NC(=O)CSc2nc3ncccc3[nH]2)cc1,1.2,0.6,-5.7,-10.0,0.4,-4.4,0.5,-4.6,-0.6
COc1cccc(NC(=O)CN(C)C(=O)Cc2c(C)nc3ccccc3c2C)c1,-1.8,0.4,·,-1.8,2.2,2.3,-0.1,14.1,1.2
CC1Cc2nc(SCC(=O)N3CCCCC3)n(C)c(=O)c2S1 (configuration not stated),-1.9,7.2,-2.2,13.3,·,·,0.8,1.7,-0.4
C=CCN(CC=C)C(=O)c1ccc(OC2CCN(Cc3ccccn3)CC2)cc1,2.7,3.3,1.3,5.4,-0.2,2.4,-0.9,4.9,-0.1
